High-throughput results deposited in PubChem BioAssay by NCI.
Growth percent in the NCI-60 one-dose screen (48 h, 10 µM unless noted): 100 = growth as untreated, 0 = no growth, -100 = all killed.
SF-295 – SF-295 CNS cancer cells; actives 5.6% (n = 79,000); AID 1794758
SNB-75 – SNB-75 CNS cancer; AID 1794750; actives 5% (n = 79,000)
SF-268 – SF-268 CNS cancer cells | actives 3.1% (n = 82,000)
U251 – U251 CNS tumor cells | AID 1794753 | actives 5.4% (n = 80,000)
HCC-2998 – HCC-2998 colon cancer | actives 4.7% (n = 79,000) | AID 1794799
PC-3 – PC-3 prostate cancer cells; AID 1794754; actives 3.9% (n = 80,000)
SF-539 – SF-539 CNS cancer | AID 1794752 | actives 6.8% (n = 81,000)
SNB-19 – SNB-19 CNS cancer cells; actives 2.5% (n = 81,000); AID 1794751
Active calls of the source: *; & = joins results of further samples; [ ] = another dose, or the depositor's remark. Rule for the calls: active = growth percent below 10; inactive = the rest.

`NC(=O)CCS(=O)(=O)Cc1ccccc1` gave SF-295 104, SNB-75 82, SF-268 107, U251 102, HCC-2998 107, PC-3 94, SF-539 98 and SNB-19 96.
`O=C(CSc1ccc([N+](=O)[O-])cc1)c1ccccc1` gave SF-295 104, SNB-75 100, SF-268 110, U251 102, HCC-2998 100, PC-3 106 and SNB-19 100.
`CC(C)COC(=O)OCC(C)C` gave SF-295 99, SNB-75 89, SF-268 98, U251 95, HCC-2998 111, PC-3 99, SF-539 97 and SNB-19 100.
Screening CCCCCCCCCC1OC(C)CC(C)(C)O1 (stereo not drawn) returned SF-295 114, SNB-75 103, SF-268 110, U251 113, HCC-2998 115, PC-3 102, SF-539 121 and SNB-19 106.
For O=C(NC(Cc1ccccc1)C(=O)O)C(Cl)Cl (stereo not drawn) the results were SF-295 101, SNB-75 114, SF-268 104, U251 105, HCC-2998 108, PC-3 99, SF-539 108 and SNB-19 105.
Screening O=C(COC(=O)c1ccccc1)c1ccc(-c2ccccc2)cc1 returned SF-295 103, SNB-75 81, SF-268 106, HCC-2998 108, PC-3 99, SF-539 103 and SNB-19 100.
`Oc1c(C(Nc2ccccn2)c2cccc(Oc3ccccc3)c2)ccc2cccnc12` (stereo not drawn) gave SF-295 -87*, SNB-75 -99*, SF-268 -87*, U251 -89*, HCC-2998 -84*, PC-3 -90*, SF-539 -93* and SNB-19 -81*.
For N=C(N)c1ccc(-c2ccc(-c3ccc(Cl)cc3Cl)o2)cc1 the results were SF-295 -77*, SNB-75 20, SF-268 47, U251 -59*, HCC-2998 -93*, PC-3 53, SF-539 -62* and SNB-19 -1.9*.
For O=C1c2cc3c(cc2-c2c1c1ccc(F)cc1c(=O)n2C[C@H](O)[C@@H](O)[C@H](O)CO)OCO3 the results were SF-295 -1.0*, SNB-75 -38*, SF-268 11, U251 -19*, HCC-2998 -8.3*, PC-3 7.3*, SF-539 -45* and SNB-19 4.4*.
CCc1c(N)nc(N)nc1Nc1ccc(C)cc1 was read as SF-295 94, SNB-75 86, SF-268 92, U251 103, HCC-2998 98, PC-3 97, SF-539 102 and SNB-19 112.
`COc1ccc(C/C(C)=C(/c2ccc(OCCCN(C)C)cc2)c2ccc(OC(=O)Cc3ccccc3)cc2)cc1` gave SF-295 96, SNB-75 91, SF-268 100, U251 104, HCC-2998 104, PC-3 92, SF-539 103 and SNB-19 100.
For NS(=O)(=O)c1ccc(NNC(=O)Nc2nc3ccccc3s2)cc1 the results were SF-295 101, SNB-75 63, SF-268 90, U251 97, HCC-2998 102, PC-3 93, SF-539 94 and SNB-19 95.
Screening O=C1c2ccccc2C(=O)c2c1oc1ccc3ccccc3c21 returned SF-295 94, SNB-75 93, SF-268 77, U251 81, HCC-2998 99, PC-3 72, SF-539 78 and SNB-19 90.
`O=C1CC(C(F)(F)F)Cc2nc3ccc(Br)cc3cc21` (stereo not drawn) gave SF-295 90, SNB-75 78, SF-268 88, U251 92, HCC-2998 109, PC-3 82, SF-539 94 and SNB-19 92.
Screening C/C=C/C(=O)Nc1cccc(Cn2c(=O)[nH]c3ccc(Oc4ncccn4)cc3c2=O)c1 returned SF-295 87[13.7 µM], SNB-75 95[13.7 µM], SF-268 88[13.7 µM], U251 91[13.7 µM], HCC-2998 97[13.7 µM], PC-3 84[13.7 µM], SF-539 97[13.7 µM] and SNB-19 92[13.7 µM].
`Cc1ccc2nc(N)nnc2c1` gave SF-295 118, SNB-75 90, SF-268 98, U251 111, HCC-2998 103, PC-3 96, SF-539 103 and SNB-19 102.
Screening CC1=C(C(=O)NN)C(c2ccccc2)NC(=O)N1 (stereo not drawn) returned SF-295 98, SNB-75 95, SF-268 98, U251 97, HCC-2998 105, PC-3 93, SF-539 93 and SNB-19 97.
`C/C(CC(C)C)=N/NC(N)=S` gave SF-295 84, SNB-75 99, SF-268 89, U251 79, HCC-2998 101, PC-3 93, SF-539 105 and SNB-19 107.
CC[C@H](C)[C@H](NC(=O)[C@@H](CCSC)NC(=O)[C@@H](CCC(N)=O)NC(=O)CNC(=O)[C@H](CCCCN)NC(=O)[C@H](CC(C)C)NC(=O)[C@@H](CCCNC(=N)N)NC(=O)[C@H](CC(C)C)NC(C)=O)C(=O)N[C@H](Cc1ccc(O)cc1)C(=O)N[C@@H](CC(C)C)C(=O)N[C@H](CCCNC(=N)N)C(=O)N[C@H](CCCNC(=N)N)C(=O)N[C@H](CCCNC(=N)N)C(=O)N[C@H](CCCNC(=N)N)C(=O)N[C@H](CCCNC(=N)N)C(=O)N[C@H](CCCNC(=N)N)C(=O)N[C@H](CCCNC(=N)N)C(=O)N[C@H](CCCNC(=N)N)C(=O)O was read as SF-295 106, SNB-75 100, SF-268 109, U251 109, HCC-2998 89, PC-3 100 and SF-539 98.
COc1ccc(CC(C#N)c2cc3ccccc3[nH]2)cc1 (stereo not drawn) was read as SF-295 94, SNB-75 78, SF-268 91, U251 89, HCC-2998 88, PC-3 76, SF-539 97 and SNB-19 93.
For Cc1ccncc1CO the results were SF-295 101, SNB-75 82, SF-268 99, U251 95, HCC-2998 103, PC-3 80, SF-539 95 and SNB-19 110.
`O=C(CSc1nnc(-c2ccncc2)o1)N/N=C/c1ccc([N+](=O)[O-])cc1` gave SF-295 96, SF-268 94, U251 79, HCC-2998 117, PC-3 91, SF-539 99 and SNB-19 90.
`O=C(NC(=S)Nc1ccccn1)c1ccccc1` gave SF-295 104, SNB-75 75, SF-268 104, U251 95, PC-3 78, SF-539 89 and SNB-19 95.
Screening CC1(C)CC(C#N)C(=O)O1 (stereo not drawn) returned SF-295 115, SNB-75 105, SF-268 115, U251 112, HCC-2998 99, PC-3 99, SF-539 115 and SNB-19 102.
For NS(=O)(=O)c1ccc(Nc2nc(N/N=C/c3cn(-c4ccccc4)nc3-c3ccc(Cl)cc3)nc(Nc3ccccc3)n2)cc1 the results were SF-295 75, SNB-75 107, SF-268 75, U251 73, HCC-2998 80, PC-3 49, SF-539 88 and SNB-19 79.
For N#Cc1ccccc1-c1ccc(Cn2c(-c3cscn3)nc3cc(Cl)ccc32)cc1 the results were SF-295 79, SNB-75 97, SF-268 79, U251 84, HCC-2998 97, PC-3 64, SF-539 102 and SNB-19 93.
`O=C(NCCNc1nccc(-n2ccc3cccnc32)n1)c1ccc(F)cc1` gave SF-295 92, SF-268 100, U251 101, HCC-2998 100, PC-3 95, SF-539 102 and SNB-19 99.
CCN1C(=O)N(CC)C2C1NN=C1SC3(C(=O)N12)C(c1ccccc1)CN(C)C31C(=O)Nc2ccccc21 (stereo not drawn) was read as SF-295 91, SNB-75 82, SF-268 93, U251 97, HCC-2998 103, PC-3 82, SF-539 97 and SNB-19 93.
CC/C(=C(/c1ccc(Cl)cc1)c1ccc(OCCN(C)C)cc1)c1ccc(Cl)cc1 was read as SF-295 70, SNB-75 62, SF-268 77, U251 38, HCC-2998 47, PC-3 71, SF-539 86 and SNB-19 78.
For NC(=O)Oc1cccc(OC(N)=O)c1 the results were SF-295 131, SNB-75 80, SF-268 110, U251 95, SF-539 104 and SNB-19 98.

Ordered by length of the SMILES (largest number first): part of the list above.
CCN1C(=O)N(CC)C2C1NN=C1SC3(C(=O)N12)C(c1ccccc1)CN(C)C31C(=O)Nc2ccccc21 (stereo not drawn) was read as SF-295 91, SNB-75 82, SF-268 93, U251 97, HCC-2998 103, PC-3 82, SF-539 97 and SNB-19 93.
`O=C(CSc1nnc(-c2ccncc2)o1)N/N=C/c1ccc([N+](=O)[O-])cc1` gave SF-295 96, SF-268 94, U251 79, HCC-2998 117, PC-3 91, SF-539 99 and SNB-19 90.
`O=C(NCCNc1nccc(-n2ccc3cccnc32)n1)c1ccc(F)cc1` gave SF-295 92, SF-268 100, U251 101, HCC-2998 100, PC-3 95, SF-539 102 and SNB-19 99.

(next part)
O=C(c1ccccc1)C(c1ccccc1)(c1ccccc1)c1ccccc1 was read as SF-295 57&98, SNB-75 105&100, SF-268 108, U251 89&106, HCC-2998 112, PC-3 84&103, SF-539 96&100 and SNB-19 89&107.
Screening COc1cc(Cn2nc(-c3ccccc3)c3c2CCc2cnoc2-3)cc(OC)c1OC returned SF-295 68, SNB-75 73, SF-268 93, U251 73, HCC-2998 99, PC-3 82, SF-539 105 and SNB-19 89.
`CC1=NOC(=O)C1C(C)(C)C1C(=O)ON=C1C` (stereo not drawn) gave SF-295 112, SNB-75 87, SF-268 101, U251 95, HCC-2998 101, PC-3 93, SF-539 102 and SNB-19 104.
O=C1/C(=C/c2cccc(OCc3ccccc3)c2)Oc2cc(OCCN3CCCCC3)ccc21 was read as SF-295 95, SNB-75 76, SF-268 81, U251 61, HCC-2998 93, PC-3 47, SF-539 68 and SNB-19 84.
Screening O=C(/C=C/C=C/c1ccc2c(c1)OCO2)NN=C(c1ccc(F)cc1)c1ccc(F)cc1 returned SF-295 103, SNB-75 83, SF-268 96, U251 102, HCC-2998 107, PC-3 92, SF-539 102 and SNB-19 103.
`Cc1cccc2c(=O)c3c(sc12)c(NCCNCCO)nc1ccccc13` gave SF-295 65, SNB-75 33, SF-268 57, U251 13, HCC-2998 -25*, PC-3 39, SF-539 51 and SNB-19 50.
COc1cc(C2CC(c3cccc(Nc4ccnc5cc(Cl)ccc45)c3)=NN2c2ccc(Cl)cc2)cc(OC)c1OC (stereo not drawn) was read as SF-295 3.2*, SNB-75 62, SF-268 52, U251 75, HCC-2998 87, PC-3 51, SF-539 43 and SNB-19 86.
Screening Cc1cc(C(=O)C(C)C(=O)C(F)(F)F)c(C)s1 (stereo not drawn) returned SNB-75 97, SF-268 117, HCC-2998 99, PC-3 91, SF-539 103 and SNB-19 101.
`Cc1cc2ncn(C(=O)Nc3ccccc3)c2cc1C` gave SF-295 96, SNB-75 69, SF-268 103, U251 100, HCC-2998 104, PC-3 95, SF-539 99 and SNB-19 98.
`CC(c1ccccc1)N1CSc2nc3ncncc3n2C1` (stereo not drawn) gave SF-295 22, SNB-75 51, SF-268 28, U251 71, HCC-2998 24, PC-3 42, SF-539 23 and SNB-19 100.

Random excerpt: 2 records from the list
Screening COc1cc(Cn2nc(-c3ccccc3)c3c2CCc2cnoc2-3)cc(OC)c1OC returned SF-295 68, SNB-75 73, SF-268 93, U251 73, HCC-2998 99, PC-3 82, SF-539 105 and SNB-19 89.
`Cc1cccc2c(=O)c3c(sc12)c(NCCNCCO)nc1ccccc13` gave SF-295 65, SNB-75 33, SF-268 57, U251 13, HCC-2998 -25*, PC-3 39, SF-539 51 and SNB-19 50.

(continued)
Screening CCOC(=O)c1c2c(c(C)n1Cc1ccccc1)-c1nc(Nc3ccccc3)ncc1CC2 returned SF-295 61, SNB-75 75, SF-268 94, U251 97, HCC-2998 91, PC-3 69, SF-539 90 and SNB-19 102.
`COc1ccc(SC2c3cc(OC)c(OC)cc3Oc3nc(N)c(C#N)c(N)c32)cc1` (stereo not drawn) gave SF-295 -69*, SNB-75 -65*, SF-268 -62*, U251 -99*, HCC-2998 -84*, PC-3 -77*, SF-539 -97* and SNB-19 -83*.
For COC(=O)[C@@H](CC(C)C)N1CC=CCN(OCc2ccccc2)S1(=O)=O the results were SF-295 95, SNB-75 97, SF-268 105, U251 94, HCC-2998 103, PC-3 90, SF-539 95 and SNB-19 93.
For Cc1ccc([N+]2=NOC(=O)C2S(=O)(=O)Nc2ccc(-n3c(-c4ccccc4Cl)nc4ccccc4c3=O)cc2)cc1 (stereo not drawn) the results were SF-295 96, SNB-75 89, SF-268 109, U251 100, PC-3 88, SF-539 105 and SNB-19 98.
For CC12OCCC1CC(=O)O2 (stereo not drawn) the results were SF-295 101, SNB-75 80, SF-268 109, U251 97, PC-3 98, SF-539 97 and SNB-19 107.
Screening COc1ccc(/C=C/c2c(C(=O)/C=C/c3ccc(C(F)(F)F)cc3)c(C)nc3ccccc23)cc1 returned SF-295 -49*, SNB-75 26, SF-268 15, U251 -69*, HCC-2998 -77*, PC-3 -23*, SF-539 -76* and SNB-19 -43*.

In the list so far, these have an NH in an aromatic ring:
Screening C/C=C/C(=O)Nc1cccc(Cn2c(=O)[nH]c3ccc(Oc4ncccn4)cc3c2=O)c1 returned SF-295 87[13.7 µM], SNB-75 95[13.7 µM], SF-268 88[13.7 µM], U251 91[13.7 µM], HCC-2998 97[13.7 µM], PC-3 84[13.7 µM], SF-539 97[13.7 µM] and SNB-19 92[13.7 µM].
COc1ccc(CC(C#N)c2cc3ccccc3[nH]2)cc1 (stereo not drawn) was read as SF-295 94, SNB-75 78, SF-268 91, U251 89, HCC-2998 88, PC-3 76, SF-539 97 and SNB-19 93.

Outcome played no part in choosing rows; overall some 10% were active at least once.
